FLuc modulator: counter-screen for miR-21 project: firefly luciferase inhibitors or activators; AID 588342; Potency, µM (top dose mostly 57.5 µM), without a hit: top-dose activity change, negative = inhibition, usual class: inhibitors; purified FLuc, Km substrates, luminescence inhibition; 360,000 tested, 6.9% active;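 also: plate controls were vehicle for no effect and reference inhibitor for full effect; nearly all actives have a fitted effect of over 55% in size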
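Purified P. pyralis luciferase, 10 nM final, with Km-level 10 uM D-luciferin and 10 uM ATP in 50 mM Tris acetate pH 7.5, 10 mM Mg acetate, 0.01% Tween-20, 0.05% BSA; 6-point qHTS titration about 60 µM downward; luminescence read.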
MLL CXXC-DNA inh: blocks binding of human MLL CXXC domain to DNA. 290,000 tested, 0.037% active. Potency, µM (doses to about 115 µM), for the others: at the top dose activity change, negative = inhibition, hits mostly inhibitors. MLL-CXXC / FITC-HOXA9 DNA fluorescence polarization; active = well fitted inhibition curve with a large enough effect in the polarisation, with a control signal flat, not every such curve was filed as active; inconclusive = small, poorly fitted or top-dose-only effect, or effect the other way, or a change in a side signal; inactive = no such curve, though single readings can be large or run the other way; the % refers to the polarisation
Target sequence (Q03164 whole entry, looked up, the tested form may be a part): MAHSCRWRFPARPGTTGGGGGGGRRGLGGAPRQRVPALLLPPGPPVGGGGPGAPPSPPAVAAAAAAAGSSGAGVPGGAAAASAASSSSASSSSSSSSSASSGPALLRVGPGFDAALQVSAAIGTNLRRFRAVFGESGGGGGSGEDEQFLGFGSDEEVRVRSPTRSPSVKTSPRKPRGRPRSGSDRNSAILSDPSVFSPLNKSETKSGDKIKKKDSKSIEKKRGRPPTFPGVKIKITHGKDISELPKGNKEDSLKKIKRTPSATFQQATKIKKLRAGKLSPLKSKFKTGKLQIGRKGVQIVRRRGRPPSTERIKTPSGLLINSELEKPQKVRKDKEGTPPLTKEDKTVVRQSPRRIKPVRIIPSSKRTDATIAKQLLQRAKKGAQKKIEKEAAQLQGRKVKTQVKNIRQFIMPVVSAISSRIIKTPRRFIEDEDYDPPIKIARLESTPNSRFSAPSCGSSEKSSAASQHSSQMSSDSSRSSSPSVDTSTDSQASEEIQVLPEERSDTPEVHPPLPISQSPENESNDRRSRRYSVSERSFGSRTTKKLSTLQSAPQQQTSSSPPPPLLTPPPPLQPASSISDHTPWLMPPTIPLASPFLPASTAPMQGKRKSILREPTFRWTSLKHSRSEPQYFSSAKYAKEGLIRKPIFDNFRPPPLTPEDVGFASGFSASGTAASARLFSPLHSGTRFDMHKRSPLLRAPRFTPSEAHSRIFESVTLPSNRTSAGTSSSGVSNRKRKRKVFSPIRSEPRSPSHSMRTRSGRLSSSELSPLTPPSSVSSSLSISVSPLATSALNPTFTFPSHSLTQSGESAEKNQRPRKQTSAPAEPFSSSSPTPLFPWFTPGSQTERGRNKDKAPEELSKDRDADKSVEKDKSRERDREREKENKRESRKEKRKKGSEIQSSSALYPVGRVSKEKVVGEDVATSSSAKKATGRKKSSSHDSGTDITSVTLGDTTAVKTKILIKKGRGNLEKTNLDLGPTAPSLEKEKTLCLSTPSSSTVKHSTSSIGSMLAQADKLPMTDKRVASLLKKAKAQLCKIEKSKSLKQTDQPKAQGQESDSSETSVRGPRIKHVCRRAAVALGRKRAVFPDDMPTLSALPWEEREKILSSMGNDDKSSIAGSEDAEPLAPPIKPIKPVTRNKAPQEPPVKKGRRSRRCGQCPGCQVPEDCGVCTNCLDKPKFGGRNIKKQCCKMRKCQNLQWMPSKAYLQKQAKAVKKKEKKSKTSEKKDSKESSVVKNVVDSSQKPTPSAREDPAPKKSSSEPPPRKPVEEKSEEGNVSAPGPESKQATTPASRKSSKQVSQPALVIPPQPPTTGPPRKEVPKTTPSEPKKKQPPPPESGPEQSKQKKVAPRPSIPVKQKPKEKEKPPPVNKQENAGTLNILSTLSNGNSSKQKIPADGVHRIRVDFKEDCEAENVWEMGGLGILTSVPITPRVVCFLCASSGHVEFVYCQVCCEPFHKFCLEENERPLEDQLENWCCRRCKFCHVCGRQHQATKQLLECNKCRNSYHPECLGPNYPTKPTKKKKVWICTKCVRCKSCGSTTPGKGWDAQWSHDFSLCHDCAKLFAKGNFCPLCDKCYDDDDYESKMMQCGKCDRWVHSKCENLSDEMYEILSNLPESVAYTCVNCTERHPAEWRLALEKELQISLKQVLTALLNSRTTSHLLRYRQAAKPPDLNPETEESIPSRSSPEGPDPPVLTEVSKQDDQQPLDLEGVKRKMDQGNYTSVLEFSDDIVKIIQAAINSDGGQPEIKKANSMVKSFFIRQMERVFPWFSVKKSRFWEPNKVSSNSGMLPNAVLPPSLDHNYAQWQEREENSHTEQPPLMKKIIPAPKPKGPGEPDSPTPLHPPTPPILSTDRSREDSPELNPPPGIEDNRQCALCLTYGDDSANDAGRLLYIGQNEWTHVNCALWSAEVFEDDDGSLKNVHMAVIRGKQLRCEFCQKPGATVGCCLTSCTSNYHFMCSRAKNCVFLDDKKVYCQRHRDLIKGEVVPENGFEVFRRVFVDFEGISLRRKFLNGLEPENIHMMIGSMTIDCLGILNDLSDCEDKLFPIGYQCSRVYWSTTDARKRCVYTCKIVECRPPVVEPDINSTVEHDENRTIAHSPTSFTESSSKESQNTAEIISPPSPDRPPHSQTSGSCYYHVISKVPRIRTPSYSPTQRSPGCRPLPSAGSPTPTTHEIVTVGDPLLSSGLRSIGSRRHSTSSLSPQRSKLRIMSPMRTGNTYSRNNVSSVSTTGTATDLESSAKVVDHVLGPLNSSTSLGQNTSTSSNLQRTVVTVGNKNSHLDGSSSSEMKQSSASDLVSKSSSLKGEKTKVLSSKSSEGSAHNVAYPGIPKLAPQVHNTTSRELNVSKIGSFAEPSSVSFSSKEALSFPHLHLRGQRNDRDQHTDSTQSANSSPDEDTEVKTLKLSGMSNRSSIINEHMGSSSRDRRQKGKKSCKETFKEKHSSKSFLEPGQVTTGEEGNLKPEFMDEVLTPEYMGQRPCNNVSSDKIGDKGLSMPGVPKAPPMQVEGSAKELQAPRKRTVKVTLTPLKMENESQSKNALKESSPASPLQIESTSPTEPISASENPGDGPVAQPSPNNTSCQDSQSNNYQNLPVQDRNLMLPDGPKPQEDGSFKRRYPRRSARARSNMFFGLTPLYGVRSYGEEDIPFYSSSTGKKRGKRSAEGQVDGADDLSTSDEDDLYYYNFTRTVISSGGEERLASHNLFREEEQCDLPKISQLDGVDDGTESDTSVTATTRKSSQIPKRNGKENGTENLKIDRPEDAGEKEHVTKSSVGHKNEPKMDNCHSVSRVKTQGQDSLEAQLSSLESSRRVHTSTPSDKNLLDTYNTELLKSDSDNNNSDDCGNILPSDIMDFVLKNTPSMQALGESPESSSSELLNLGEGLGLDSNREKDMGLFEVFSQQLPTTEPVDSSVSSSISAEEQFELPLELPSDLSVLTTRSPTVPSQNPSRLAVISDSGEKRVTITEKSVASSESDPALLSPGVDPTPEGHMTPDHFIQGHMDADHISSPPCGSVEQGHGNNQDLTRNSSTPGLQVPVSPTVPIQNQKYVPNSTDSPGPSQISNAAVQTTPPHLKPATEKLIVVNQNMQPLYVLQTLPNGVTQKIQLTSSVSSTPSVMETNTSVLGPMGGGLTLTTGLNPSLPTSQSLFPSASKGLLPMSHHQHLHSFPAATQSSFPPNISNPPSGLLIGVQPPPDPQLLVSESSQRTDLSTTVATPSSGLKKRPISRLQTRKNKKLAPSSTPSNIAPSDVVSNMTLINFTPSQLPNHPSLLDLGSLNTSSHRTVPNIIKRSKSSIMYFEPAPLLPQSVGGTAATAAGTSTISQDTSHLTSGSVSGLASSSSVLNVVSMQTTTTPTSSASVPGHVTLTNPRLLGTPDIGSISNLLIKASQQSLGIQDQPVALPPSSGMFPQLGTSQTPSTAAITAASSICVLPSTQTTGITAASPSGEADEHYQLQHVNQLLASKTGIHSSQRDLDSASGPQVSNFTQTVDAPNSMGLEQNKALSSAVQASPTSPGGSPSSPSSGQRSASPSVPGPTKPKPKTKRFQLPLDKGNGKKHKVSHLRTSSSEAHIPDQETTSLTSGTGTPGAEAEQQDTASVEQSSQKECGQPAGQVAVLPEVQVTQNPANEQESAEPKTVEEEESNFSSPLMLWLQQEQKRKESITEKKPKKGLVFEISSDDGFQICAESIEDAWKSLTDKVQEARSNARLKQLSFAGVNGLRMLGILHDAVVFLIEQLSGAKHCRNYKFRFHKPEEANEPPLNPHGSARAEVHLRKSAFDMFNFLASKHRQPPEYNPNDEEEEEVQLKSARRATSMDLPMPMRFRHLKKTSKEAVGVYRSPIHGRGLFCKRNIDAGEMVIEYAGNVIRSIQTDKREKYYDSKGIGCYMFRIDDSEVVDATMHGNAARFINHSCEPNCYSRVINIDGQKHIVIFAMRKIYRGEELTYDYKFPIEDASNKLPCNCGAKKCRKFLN
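Purified MLL-CXXC (added from a 7 uM solution) was preincubated 5 min at ambient with pinned compounds in 50 mM Tris-HCl pH 7.5, 50 mM NaCl, 1 mM DTT, 0.05% BSA. Fluorescein-labeled HOX-A9 DNA (50 nM solution) followed, 30 min, then polarization read.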
ELG1 genotoxic: inducers of genotoxicity in HEK293T ELG1-luciferase cells; HEK293T ELG1-luciferase reporter, luminescence, 16 h; 330,000 tested, 1.3% active; Potency, µM (highest dose often 46 µM), inactives show top-dose activity change, positive = activation, hits mostly activators; also: % of control where 0% means no effect; nearly all actives have a fitted effect of over 60% in size
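Quantitative HTS format in 1536-well plates. HEK293T ELG1-luciferase reporter cells receive test compound and are incubated 16 hr at 37 °C, 5% CO2; ONE-Glo added, 30 min room temperature, then luminescence read.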
NPC1 prom act: activators of NPC1 promoter | Huh7 NPC1 promoter luciferase reporter, 24 h | Potency, µM (highest dose often 9.22 µM), without a hit: at the top dose activation, most hits filed as activators | 320,000 tested, 2.4% active | AID 485313;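 also: % of control where 0% means no effect; nearly all actives have a fitted effect of over 60% in size; reporter is driven by a mutant NPC1 promoter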
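Quantitative HTS used a cell-based reporter: Huh7 cells stably bearing the NPC1 promoter upstream of luciferase were treated with compounds for 24 h, and promoter activation was read as luminescence.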
RORgamma inh: ROR gamma (mouse) transcription inhibition; P51450; Potency, µM (series often up to 53.6 µM), inactives show top-dose activity change, negative = inhibition, most hits filed as inhibitors; Drosophila S2 Gal4-RORgamma UAS-luciferase reporter, 20 h; 310,000 tested, 5.4% active; also: % is scaled to controls: 0 for no effect and ±100 for the full control effect; nearly all actives have a fitted effect of over 60% in size
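Luciferase reporter read in Schneider cells carrying Gal4-RORγ (mouse) and UAS-Photinus luciferase; cells given compound 1 h before 700 uM copper sulfate induction, then incubated 20 h at ambient temperature.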
uPA generation: cell surface uPA generation inhibition | cell surface uPA generation assay, qHTS | Potency, µM (series often up to 38.3 µM), for inactives: at the highest dose activity change, negative = inhibition, most hits filed as inhibitors | 330,000 tested, 0.31% active | AID 540303; active = well fitted inhibition curve with a large enough effect; inconclusive = small, poorly fitted or top-dose-only effect; inactive = no such curve, though single readings can be large or run the other way; tested in mouse RAW 264.7 cells; also: % is scaled to controls: 0 for no effect and ±100 for the full control effect; nearly all actives have a fitted effect of over 55% in size
BRCA1 expr act: BRCA1 expression activation; AID 624202; MCF7-BRCA1-FFLuc reporter, luminescence, 48 h; response scale: scaled: vehicle 0%, 10 µM genistein 100%; 380,000 tested, 1.1% active; Potency, µM (highest dose often 46.1 µM), for inactives: at the top dose activation, hits mostly activators; also: nearly all actives have a fitted effect of over 80% in size; some results filed as inactive show a strong effect at the top dose
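Luminescence from a BRCA1-driven firefly luciferase in MCF7 cells was read after 48 h compound exposure at 37 C. Data normalized against DMSO and a 10microM genistein activation control, then curve-fitted across the titration.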
Rab9 promoter act: activators of Rab9 promoter; Huh7 Rab9 promoter-luciferase reporter, luminescence, 24 h; Potency, µM (series often up to 9.22 µM), inactives show top-dose activation, negative = inhibition, actives largely listed as activators; 320,000 tested, 2.8% active; AID 485297; also: % of control where 0% means no effect; nearly all actives have a fitted effect of over 60% in size
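Stable Rab9-luc Huh7, 1500 cells/well, 2 h settle; cmpd in DMSO, 24 h, 37 °C/5% CO2; luciferase reagent 10 min RT; luminescence.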
MBNL1 CUG block: MBNL1-poly(CUG) RNA binding inhibition | Q9NR56 | TR-FRET MBNL1-His/biotin-(CUG)12 binding, 665/545 ratio | Potency, µM (highest dose often 57.5 µM), inactives show at the top dose activity change, negative = inhibition, actives largely listed as inhibitors | 280,000 tested, 0.036% active | AID 2675; active = well fitted inhibition curve with a large enough effect in the signal ratio, with a control signal flat, not every such curve was filed as active; inconclusive = small, poorly fitted or top-dose-only effect, or effect the other way, or a change in a side signal; inactive = no such curve, though single readings can be large or run the other way; the % refers to the signal ratio; also: % is scaled to controls: 0 for no effect and ±100 for the full control effect
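MBNL1-His + Biotin-(CUG)12, cpd titration 92 nM–58 uM; Tb anti-His Ab 0.055 ng/ul, SA-XL665 5 nM (final); 60 min RT; ratiometric 665/545 nm, Ex 340 nm; normalized to buffer and full-complex controls.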
p53 reactivation: mutant p53 re-activation in reporter cells | H1299 p53-A138V BP100-luciferase reporter, luminescence, 24 h | Potency, µM (titrated, usually from 92.2 µM), for the others: at the highest dose activity change, positive = activation, usual class: activators | 320,000 tested, 0.063% active | AID 504706; also: % of control where 0% means no effect; nearly all actives have a fitted effect of over 45% in size
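H1299 (p53-null), stable ts p53-A138V + BP100-Luc; 1000 cells/well, Opti-MEM/10% FBS; cpd 4 pt, 1:5; 24 h, 37 deg C, 5% CO2; detection reagent 10 min RT; luminescence.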
VP16 counter: counter-screen for ROR gamma inhibitors: Gal4-VP16 reporter; Drosophila S2 Gal4-VP16 UAS-luciferase, luminescence, 20 h; Potency, µM (top dose mostly 53.6 µM), inactives show at the top dose activity, negative = inhibition, most hits filed as inhibitors; 310,000 tested, 3.5% active; AID 2546;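 also: Gal4-VP16 expression switched on by copper sulfate through the metallothionein promoter; % is scaled to controls: 0 for no effect and ±100 for the full control effect; nearly all actives have a fitted effect of over 50% in size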
* = called active by the depositor; ? = inconclusive; nt = not tested or not shown; [ ] = remark or other dose. Unless noted, calls follow the shape of the dose curve; as a rule, active = well fitted curve in the direction sought with a large enough effect; inconclusive = small, poorly fitted or top-dose-only effect, or another doubt; inactive = no such curve, though single readings can be large; an effect the other way counts as inactive or inconclusive. Potency is read from the fitted curve at half-maximal effect.

Values in the order: FLuc modulator | MLL CXXC-DNA inh | ELG1 genotoxic | NPC1 prom act | RORgamma inh | uPA generation | BRCA1 expr act | Rab9 promoter act | MBNL1 CUG block | p53 reactivation | VP16 counter
> COc1ccc(N2CCN(C(=O)CCn3nnc4ccccc43)CC2)cc1
    6% | -2% | 0% | 0% | 17% | -5% | -2% | 3% | -9% | -2% | 1%
> Cc1cc(Br)ccc1OCCOCCN1CCCC1
    -1% | -9% | -3% | 0% | -13% | ? | -33% | 0% | -6% | 27% | 0%
> Cc1cc(C)c(OCC(=O)OCC(=O)N2CCN(C(=O)c3ccco3)CC2)c(C)c1
    1% | nt | 1% | -4% | nt | 16% | -6% | 1% | nt | 4% | nt
> O=S(=O)(c1ccc(F)cc1)N1CCN(c2nc(-c3cccnc3)nc3ccccc23)CC1
    1% | nt | -5% | -5% | nt | -1% | -35% | -5% | nt | -5% | nt
> CCCCOc1ccc(-c2nnn(CC(=O)NCc3ccco3)n2)cc1
    ? | -7% | ? | 20% | 25% | ? | 26% | ? | -4% | ? | ?
> COc1cc2c(cc1OC)C(NNC(=O)c1ccc(Br)o1)=NC(C)(C)C2
    -1% | 14% | -7% | -5% | -34% | -27% | 0% | -3% | -9% | -5% | -15%
> C=CCOc1ccccc1CN1CCCCCC1
    2% | -1% | -3% | -3% | -22% | -5% | -9% | 0% | 1% | -9% | -5%
> O=c1c([N+](=O)[O-])cccn1Cc1ccc(F)cc1Cl
    -4% | -4% | -8% | -9% | -5% | -7% | -77% | -15% | nt | ? | -7%
> C=C(C)C(=O)Nc1cccc(C2=NOC3(C2)C[C@@H](C(N)=O)N(C(=O)c2ccc(OC)cc2)C3)c1 (some centres not stated)
    -1% | 12% | 1% | -4% | -13% | -2% | 0% | -10% | -26% | -1% | 5%
> C=CCNC(=S)NCc1ccccc1
    -2% | -5% | -2% | 1% | 16% | -4% | -1% | -2% | -1% | -3% | -12%
> Cc1ccc(-c2nnn(CCOc3cccc(Br)c3)n2)cc1
    3% | 4% | 5% | 0% | -3% | 4% | -8% | -4% | nt | 0% | 0%
> CC(C)Oc1ccc(NC(=O)C2CCCNC2=O)cc1 (configuration not stated)
    -10% | -5% | 14% | 11% | 32% | 6% | 42% | 4% | -9% | 5% | 2%
> O=C(NCc1cccnc1)c1ccc(Cl)c(Cl)c1
    -2% | 1% | 5% | 0% | 13% | -6% | -2% | -6% | -6% | -4% | 15%
> COc1ccc(-c2cc(C(=O)N3CCCCCC3)c3cc(C)ccc3n2)cc1
    12µM* | 25% | -3% | -6% | ? | 0% | 0% | 5% | 8% | -4% | 17%
> O=C(Nc1ccc(N2CCOCC2)c(F)c1)c1cccs1
    4.3µM* | ? | 6.5µM* | 0.5µM* | ? | -17% | ? | 0.4µM* | -7% | ? | -21%
> CCn1c(C(C)NC(=O)c2cccs2)nc2ccccc21 (configuration not stated)
    3% | 1% | -10% | -4% | -13% | 0% | 28% | 1% | 2% | -11% | -6%
> CC(C)NC(=O)c1cccc(Cn2cc(Cl)cn2)c1
    0% | 4% | 0% | -7% | 10% | 2% | -25% | -13% | -1% | -7% | -6%
> Cc1cc(-c2csc(N)n2)c(C)n1CCC(C)C
    ? | 6% | -1% | -2% | -15% | 6% | 10% | -10% | -14% | -2% | 2%
> O=C(CN(C(=O)c1ccccc1)N1C(=O)CCC1=O)c1cccs1
    4% | 15% | 4% | 3% | 13% | 17% | 0% | -1% | 6% | -3% | 2%
> CC(C)CNc1oc(-c2ccc(F)cc2)nc1C#N
    -15% | 8% | ? | -2% | 38% | -7% | 61% | -4% | 3% | -2% | 29%
> c1ccc(-c2cc3n(c2)CCc2ccccc2-3)cc1
    4.8µM* | 15% | -6% | 3.5µM* | -18% | -1% | 46% | 3.2µM* | -5% | ? | -13%
> CC(C)(C)C(=O)Nc1c2c(nn1-c1ccc(F)cc1)CSC2
    -1% | -1% | -1%[9.26 µM] | 0% | 8% | 15% | 2% | 0% | -1% | -6% | -8%
> CCOC(=O)C1CCCN(C2CC(=O)N(c3ccc(C)cc3)C2=O)C1 (configuration not stated)
    4% | 7% | -3% | -5% | -1% | 3% | -2% | -4% | 5% | -3% | 4%
> COc1ccc([N+](=O)[O-])cc1N(CC(=O)N1CCCC1)S(C)(=O)=O
    0% | -6% | 2% | 0% | 7% | 2% | 10% | 0% | ? | 4% | 3%[10 µM]
> Cc1ccsc1CN(C)C(=O)CCc1nnc(COc2ccccc2)o1
    ? | 9% | ? | 10% | 21% | 1% | ? | 13% | 11% | 10% | 8%
> Cc1cc(=O)n2[nH]c(CCC(=O)O)nc2n1
    5% | 6% | 0% | 1% | 6% | 3% | 0% | -1% | 9% | 2% | -3%
> CC1(C)Cc2c(c(N3CCCC3)nc3sc(C(=O)Nc4ccccc4)c(N)c23)CO1
    ? | 17% | ? | 13% | 13% | -14% | ? | 26% | 44%[activator] | 9% | ?
> O=C(/C=C/c1ccc([N+](=O)[O-])cc1)Nc1cccc(C(=O)Nc2ccccc2C(=O)O)c1
    5.4µM* | ? | -9% | -3% | 18% | -17% | -22% | -6% | 3% | nt | 0%
> COc1ccc(C(=O)Nc2ccc(C(=O)N3CCOCC3)cc2)cc1OC
    ? | 25% | ? | 1% | 9% | -2% | 43% | 9% | 2% | 12% | 2%
> O=C(Cc1cccc(C(F)(F)F)c1)NCC(c1ccco1)N1CCCCC1 (configuration not stated)
    7% | -1% | -3% | -5% | 10% | 2% | -9% | 1% | 1% | 2% | 1%
> CN(C)CCNc1nc2c(c(=O)[nH]c(=O)n2C)n1CCCc1ccccc1
    2% | -6% | 5% | -1% | -1% | -3% | 1% | 1% | -3% | 1% | 13%
> CC(C)CCNC(=O)c1nn(Cc2ccccc2)c(=O)c2ccccc12
    1% | 25% | -8% | 2% | 24% | 0% | -23% | -2% | -5% | -7% | 8%
> CCN1CCN(CC(=O)Nc2c(C(=O)OC)[nH]c3cccc(Cl)c23)CC1
    1% | -6% | 1% | -2% | -16% | nt | nt | 11% | -2% | -14% | -3%
> NC(=O)c1ccccc1NC(=O)CSC1=NCCS1
    6% | 8% | -3% | 0% | nt | -20% | 1% | 2% | -2% | nt | nt
> COc1ccc(-n2c(O)c(/C=N/NS(=O)(=O)c3ccc(C)cc3)c3ccccc3c2=O)cc1OC
    0% | 17% | -1% | 0% | 13% | -14% | -4% | 4% | ? | -9% | -9%
> O=C(CSc1nnc(NC(=O)C2CCC2)s1)Nc1ccccc1Br
    -1% | 5% | 5% | -1% | -19% | 1% | -34% | 0% | -1% | 2% | -4%
> O=C(CNc1ccc(F)cc1Cl)Nc1cccc(S(=O)(=O)N2CCCCC2)c1
    11µM* | nt | -4% | -5% | nt | 1% | -23% | -3% | nt | ? | nt
> O=C(c1cc2ccccc2o1)N1CCN(S(=O)(=O)c2ccccc2)CC1
    7% | nt | -1% | -8% | nt | 12% | 1% | -4% | nt | -6% | nt
> Cc1ccc(S(=O)(=O)N(C)C)cc1NC(=S)Nc1cccc2ccccc12
    5% | -10% | -2% | -6% | ? | -4% | -34% | 0% | 15% | -6% | ?
> CC[N+](C)(C)CC/C=C1/c2ccccc2Sc2ccc(Cl)cc21
    0% | -3% | 0% | -4% | 9% | 6% | 17% | 2% | nt | -4% | -2%
> Cc1cc(C(=O)NNC(=S)NCc2ccccc2)cs1
    -1% | 21% | -4% | 7% | -23% | -9% | 2% | 2% | -8% | 7% | -4%
> COc1cc(/C=C2/SC(=S)N(CC(=O)NC(C)(C)C)C2=O)cc(OC)c1OC
    1% | 2% | -1% | -5% | ? | 5% | -15% | -15% | ? | 19% | ?
> O=C(CN(c1ccc(Cl)c(C(F)(F)F)c1)S(=O)(=O)c1ccccc1)N/N=C/c1cccc2c1OCCO2
    5% | 4% | -11% | -2% | -19% | 1% | -76% | -8% | 10% | 4% | -9%
> CCN(C(C)=O)c1nc(CCl)cs1
    0% | -5% | -1% | 3% | 5% | -1% | -6% | 16% | 2% | 1% | -8%
> CCCCCn1c(CN2CCN(CCO)CC2)nc2c1c(=O)n(C)c(=O)n2C
    -2% | -3% | 3% | 1% | 2% | -7% | 0% | -2% | 2% | -3% | -3%

Not all compounds are listed, so the mix of outcomes need not match the whole.
